Screens as filed in PubChem.
telomere uncapping: survival after telomere uncapping, modulators, primary screen, cell-based (AID 1259312). HCT116 + Ad-hTR-mut, survival, MTT, 5 d; hits give high values. fold change at 10 µM. hit rate 4.5% among 4,500;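 active = cell survival measured by absorbance rises more than 2.5-fold over infected cells without compound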;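 note: virus expresses mutant telomerase RNA that uncaps telomeres and kills cells; compound added 2 days after infection so exposure lasts 3 days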
Starred values were filed as active, the others as inactive.

No.	Structure	telomere uncapping
1	N#CC(C#N)=Cc1ccc(Cl)cc1Cl	-3.51
2	O=c1cccc2n1CC1CNCC2C1 (centres undefined)	1.24
3	COc1ccc(NP(=O)(OC(C)C)OC(C)C)cc1	-1.02
4	C/C(=N\NC(N)=S)c1ccc(Cl)cc1	-1.84
5	COc1ccc(CC2NCCc3cc(OC)c(OC)cc32)cc1OC (centres undefined)	-2.4
6	C[N+]1(C)CCCC1c1cc(Br)cnc1N (centres undefined)	1.44
7	O=[N+]([O-])c1ccc(N2CCNCC2)cc1Sc1ccccn1	-1.27
8	Nc1ccc([N+](=O)[O-])cc1Cl	-1.13

In the list so far, 2 contain an aryl methoxy group.
No.	Structure	telomere uncapping
3	COc1ccc(NP(=O)(OC(C)C)OC(C)C)cc1	-1.02
5	COc1ccc(CC2NCCc3cc(OC)c(OC)cc32)cc1OC (centres undefined)	-2.4

Back to the main list with the two entries that preceded the break.
No.	Structure	telomere uncapping
7	O=[N+]([O-])c1ccc(N2CCNCC2)cc1Sc1ccccn1	-1.27
8	Nc1ccc([N+](=O)[O-])cc1Cl	-1.13
9	NCCc1nc2ccccc2[nH]1	-1.26
10	CN1[C@@H]2CC[C@H]1CC(O)C2 (some centres undefined)	1.53
11	CC1=C(C(=O)C(C)C)C2(C(=O)Nc3ccc(Cl)cc32)C(C#N)=C(N)O1 (centres undefined)	1.51
12	CN1C[C@H](CNC(=O)OCc2ccccc2)C[C@@H]2c3cccc4c3c(cn4C)C[C@H]21	-1.22

This is a subset; rates above refer to the full screens.
